Xi reactivation – X-chromosome reactivation activator; XiGFP mouse fibroblasts, % GFP-positive cells imaging, 3 d; cells co-treated with 5-aza-dC sensitizer; scaled so ellipticine positive control = 100%; activation, % at 7.58 µM; 0.055% of 360,000 active; AID 743238;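 active = mean normalized replicate activation at least 10% and every replicate at or above 10%; inconclusive = only one of the two criteria met; inactive = mean below 10% and not all replicates reach 10%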;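 note: 0% = median of on-plate neutral control wells and 100% = ellipticine 6 µM median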
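Assay system – SV40-immortalized XiGFP fibroblast cells, line 68-5-11 · Buffer or medium – DMEM supplemented with 5-aza-dC as sensitizing agent · Dosing – one concentration, pinned · Benchmarks – positive control ellipticine, 6 µM final · Times – 3 days compound exposure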
GSIS activator – primary screen for activators of insulin secretion dependent on glucose, INS-1E cells, GLuc reporter luminescence; INS-1E GLuc reporter insulin secretion, 2-3 h; activation, % at 16.6 µM; 0.61% of 370,000 active;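 active = lowest replicate activation of at least 40%, so every replicate reaches that level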;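 note: 0% = median of neutral control wells and 100% = median of IBMX positive control wells; some compounds called inactive have numbers as strong as hits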
F508del corr – correctors of CFTR F508del function in bronchial epithelial cells. CFBE cells, YFP halide quenching; stimulated with forskolin plus potentiator P3; % fluorescence drop versus neutral controls. activity (quench increase), % at 7.58 µM. 0.36% of 350,000 active;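 active = mean added fluorescence quench of at least 8% versus neutral control, with both replicates also reaching 8%; inconclusive = only one of the mean or replicate conditions met; inactive = mean below 8% and not both replicates reaching 8%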;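 note: cells transiently co-express mutant CFTR-F508del with the halide-sensitive YFP; corrector assay measuring rescue of mutant channel to the surface after 24 h compound exposure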
DENV2 CPE – inhibitors of DENV2 cytopathic effect; DENV2-infected cells, cytopathic effect rescue, plate reader; CPE inhibition, % at 9.99 µM; 1.7% of 350,000 active; in the data active = CPE inhibition above about 20%, passing the limit was not always enough; inconclusive = no clear call, values can overlap the other calls; tested in BHK-21 cells;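 note: 0% = median of neutral control wells and 100% = median of positive control wells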
PAX8 inh HTS – lowers PAX8-driven luciferase in RMG-I cells; RMG-I TPO-luciferase reporter, SteadyGlo, 24 h; 1.2% of 360,000 active; inhibition, % at 12.6 µM;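 active = mean replicate inhibition at least 60% with every replicate also reaching 60%; inconclusive = only one of the two criteria is met; inactive = mean below 60% and not all replicates reaching 60%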;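 note: luciferase light reporting Pax8 driven TPO promoter activity; plate controls were median of neutral control wells for no effect and mitoxantrone controls for full effect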
ARNT TACC3 PPI – ARNT/TACC3 interaction disruption; Q9Y6A5; AlphaScreen His-ARNT PAS-B/GST-TACC3 binding, luminescence; TACC3 fragment carries E629A point mutation; inhibition, % at 9.99 µM; 0.66% of 390,000 active; AID 623870;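 active = mean inhibition of replicates at least 50% and at least half of replicates each reaching 50%; inconclusive = half or more replicates reach 50% but mean below 50%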;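 note: 0% = complete ARNT plus TACC3 wells and 100% = ARNT alone without TACC3; many hits fall short of the cut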
ERp5 inh – inhibitors of human ERp5; 0.05% of 350,000 active; inhibition, % at 9.99 µM; ERp5 insulin aggregation, absorbance 650 nm, 90 min; Q15084;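 active = mean replicate inhibition above about 25%, with every replicate also reaching it, limit read from the data, passing the limit was not always enough; inconclusive = only one of those two criteria met; inactive = neither criterion met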
Target sequence (Q15084 whole entry, looked up): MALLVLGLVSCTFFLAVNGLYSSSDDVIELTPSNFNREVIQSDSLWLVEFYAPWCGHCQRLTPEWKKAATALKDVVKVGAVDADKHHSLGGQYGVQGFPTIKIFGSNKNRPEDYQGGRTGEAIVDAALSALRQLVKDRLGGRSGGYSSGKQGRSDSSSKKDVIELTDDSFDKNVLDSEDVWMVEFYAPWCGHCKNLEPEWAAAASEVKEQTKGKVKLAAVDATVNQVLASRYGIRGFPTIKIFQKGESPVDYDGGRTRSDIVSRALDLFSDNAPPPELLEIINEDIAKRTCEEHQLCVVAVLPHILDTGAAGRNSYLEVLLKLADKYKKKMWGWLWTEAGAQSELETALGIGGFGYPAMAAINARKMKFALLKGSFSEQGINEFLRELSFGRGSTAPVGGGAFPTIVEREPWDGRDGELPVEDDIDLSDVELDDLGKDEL
EWS-Fli inh – EWS/Fli transcriptional activity inhibition | AID 651661 | 0.67% of 350,000 active | inhibition, % at 12.6 µM | A673 NR0B1-luciferase reporter, viability-normalised;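 active = mean inhibition of at least 50% after viability correction, with every replicate also passing that limit; inconclusive = mean reaches 50% but only one of two replicates passes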;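 note: firefly luciferase signal divided by Alamar Blue viability fluorescence both relative to DMSO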
* hit, by the source's call; ? = inconclusive; . = not tested or not shown. No enrichment for hits; overall some 4.2% were active at least once.

structure	Xi reactivation	GSIS activator	F508del corr	DENV2 CPE	PAX8 inh HTS	ARNT TACC3 PPI	ERp5 inh	EWS-Fli inh
C[C@@H]1CN([C@@H](C)CO)C(=O)Cc2cc(N(C)C)ccc2O[C@@H]1CN(C)S(=O)(=O)c1cccs1	0.2	3.2	0.6	-2.8	-3.5	1.9	1.3	-9.8
COC(=O)c1ccc(C(=O)N2CCCC(Nc3ccc(C(C)C)cc3)C2)cc1 (stereo not drawn)	0.1	-13.4	0.2	6.6	-9.1	4.0	-2.4	.
O=C(Nc1cccc(F)c1)c1ccc(S(=O)(=O)N2CCCC2)cc1	0.0	-0.5	-0.7	1.6	-7.3	8.6	6.1	-17.1
C[C@@H]1CN([C@H](C)CO)C(=O)c2cc(NC(=O)Cc3cn(C)c4ccccc34)ccc2O[C@@H]1CN(C)C(=O)Nc1cccc2ccccc12	0.2	-16.0	-2.1	-2.7	.	-6.3	0.7	-8.2
CC(C)c1nc2oc3c(NCCO)ncnc3c2c2c1COC(C)(C)C2	0.0	16.8	12.7*	-2.9	-7.2	-1.7	6.0	-6.7
Cc1ccc2c(CC(=O)OCC(=O)Nc3ccc(Cl)cn3)coc2c1	0.0	-5.8	.	13.1	119.0*	-3.6	4.3	7.0
O[C@@H]1C[C@H](c2ccc(Cl)cc2)N(Cc2cccs2)C[C@H]1n1cc(-c2ccc(F)cc2)nn1	-0.2	-19.1	0.7	19.0	-21.8	.	0.1	4.2
COc1ccc(OC)c(S(=O)(=O)n2ccc(C)n2)c1	0.1	-4.0	-1.4	2.5	-13.1	-6.0	-0.7	-5.3
O=C(CSc1nc2[nH]ncc2c(=O)[nH]1)Nc1nccs1	0.2	-0.4	0.2	0.9	26.4	.	-3.3	-34.5
COc1ccc(/C=C/C(=O)Oc2cc(C)[nH]c(=O)c2[N+](=O)[O-])cc1OC	0.1	11.4	.	-2.6	1.1	17.7	-0.4	8.4
Cc1cccc(N(C(=O)Cc2cccs2)C(C(=O)NCc2ccco2)c2ccncc2)c1 (stereo not drawn)	0.0	-1.8	4.7	6.9	13.5	.	0.9	7.2
CC/C(=N\NC(=O)Nc1ccccc1)c1ccccc1	0.4	-6.5	.	.	-34.0	-9.0	.	.
C[C@H](CO)N1C[C@H](C)[C@@H](CN(C)Cc2ccccc2)Oc2cc(C#CC(C)(C)O)ccc2S1(=O)=O	-1.0	-0.6	1.4	-10.5	.	2.3	9.7	15.6
C[C@@H]1CN([C@H](C)CO)C(=O)c2cccc(NC(=O)Nc3ccc(C(F)(F)F)cc3)c2O[C@@H]1CN(C)Cc1ccc(-c2ccccc2)cc1	0.2	-1.5	1.0	?	.	-1.5	-5.2	5.0
COc1ccc(N2CCN(S(=O)(=O)CCNC(=O)C34CC5CC(CC(C5)C3)C4)CC2)cc1	0.0	-20.6	-0.3	3.2	14.5	12.2	3.1	.
COc1cccc(NC(=O)Cc2ccccc2)c1	0.0	-27.2	0.5	3.0	-176.4	-23.5	-6.1	-147.9
CCCNC(=O)[C@H]1[C@H](CO)[C@H]2Cn3c(cccc3=O)[C@H]2N1Cc1cccc(F)c1	0.2	4.9	2.3	-4.0	.	.	-5.0	1.4
Cc1ccc(C(=O)NC(C(=O)OCc2cn3cc(Cl)ccc3n2)C(C)C)cc1 (stereo not drawn)	-0.4	-33.4	4.6	-3.7	8.7	-5.2	8.2	-0.4
OC[C@@H]1[C@@H](c2ccccc2)C2(CN(CC3CC3)C2)N1Cc1cncnc1	0.1	-2.5	-1.7	-6.9	.	.	2.3	2.1
NS(=O)(=O)c1cccc(NC(=O)CCc2ccc(S(=O)(=O)N3CCOCC3)cc2)c1	0.1	-6.6	1.1	-4.9	0.3	-2.6	0.3	3.7

Single entries from the entries so far:
ERp5 inh with COc1ccc(OC)c(S(=O)(=O)n2ccc(C)n2)c1 reads -0.7
GSIS activator with CCCNC(=O)[C@H]1[C@H](CO)[C@H]2Cn3c(cccc3=O)[C@H]2N1Cc1cccc(F)c1 reads 4.9

Returning to the listing, starting 4 compounds before the break.
structure	Xi reactivation	GSIS activator	F508del corr	DENV2 CPE	PAX8 inh HTS	ARNT TACC3 PPI	ERp5 inh	EWS-Fli inh
CCCNC(=O)[C@H]1[C@H](CO)[C@H]2Cn3c(cccc3=O)[C@H]2N1Cc1cccc(F)c1	0.2	4.9	2.3	-4.0	.	.	-5.0	1.4
Cc1ccc(C(=O)NC(C(=O)OCc2cn3cc(Cl)ccc3n2)C(C)C)cc1 (stereo not drawn)	-0.4	-33.4	4.6	-3.7	8.7	-5.2	8.2	-0.4
OC[C@@H]1[C@@H](c2ccccc2)C2(CN(CC3CC3)C2)N1Cc1cncnc1	0.1	-2.5	-1.7	-6.9	.	.	2.3	2.1
NS(=O)(=O)c1cccc(NC(=O)CCc2ccc(S(=O)(=O)N3CCOCC3)cc2)c1	0.1	-6.6	1.1	-4.9	0.3	-2.6	0.3	3.7
COc1ccc(NC(=O)Nc2cccc3c2O[C@H](CN(C)S(=O)(=O)c2ccc(C)cc2)[C@H](C)CN([C@H](C)CO)C3=O)cc1	-0.8	-9.9	-1.9	1.7	-2.7	6.2	0.6	-12.3
COC(=O)C1=C(C)N(CCCC(=O)O)C(=O)NC1c1cccc(OC)c1 (stereo not drawn)	0.1	3.8	0.2	10.4	-20.2	-4.0	-4.3	4.6
CCOC(=O)C(C)Oc1ncnc2cccc(F)c12 (stereo not drawn)	0.2	0.0	.	0.0	19.3	-4.9	4.1	1.4
CCc1ccc(C2CC(c3cccc(OC)c3)n3nc(N)nc3N2)cc1 (stereo not drawn)	0.3	-5.7	5.0	-3.9	1.9	-1.6	-2.8	9.1
CCCc1nnc(SCC(=O)NC2CC2)n1C	0.1	-0.1	-2.4	-1.7	8.9	1.4	3.2	-6.0
COC(=O)C[C@@H]1CC[C@@H](NC(=O)c2ccccc2F)[C@@H](CO)O1	-0.1	7.1	1.4	-4.1	0.1	.	4.2	2.1
CCc1ccc(OC)c(S(=O)(=O)Nc2ccccc2C)c1	.	1.8	0.5	-3.4	.	-9.5	-5.2	-7.9
Cc1ccccc1CN1C(=O)/C(=C\c2ccc(C(=O)NCCN3CCOCC3)cc2)Sc2ccccc21	0.0	-26.3	-0.3	-2.7	31.4	-7.0	-2.1	19.6
Cc1ccc(OCn2c(=O)sc3ccccc32)cc1	.	21.0	-0.5	11.8	.	-1.1	2.4	-101.8
CCOc1cc(/C=C\[N+](=O)[O-])ccc1OCC(=O)N1CCOCC1	0.0	-13.8	1.1	.	35.2	-13.7	2.1	31.7
Cc1onc(-c2c(Cl)cccc2Cl)c1COC(=O)c1ccc(Cl)cc1	0.1	-18.0	-1.1	-0.8	8.4	-6.7	0.5	2.6
C(=N\Nc1nccc(-c2cccnc2)n1)/c1ccccc1	-0.1	.	-2.0	-3.5	-149.4	.	3.1	-82.0
O=S(=O)(NCC[C@H]1CC[C@H](NS(=O)(=O)c2cccc(Cl)c2)[C@@H](CO)O1)c1cccc(F)c1	0.1	-26.6	-2.3	-0.1	15.0	-12.4	0.6	16.5
CCCCNC(=O)C1(C)CCN1C(=O)c1cc(C)n(C(C)(C)C)n1 (stereo not drawn)	-0.1	.	-1.8	19.8	-15.4	.	0.1	-4.1
C/C(=N\Nc1cc(-c2ccccc2)nc(-c2ccccc2)n1)c1ccc(O)c(C)c1	0.0	.	-0.8	6.5	36.8	-0.2	1.9	-4.7
CCC(=O)Nc1ccc2c(c1)C(=O)N(C)[C@@H]1CC[C@H](CC(=O)NC3CCCC3)O[C@@H]1CO2	0.1	-0.8	-2.2	1.4	-3.7	-0.4	-2.5	8.3
O=C(c1ccccc1F)N1CCN(c2ccc([N+](=O)[O-])c(N3CCOCC3)c2)CC1	-0.1	-10.8	-1.2	3.2	22.2	-2.9	3.3	11.7
COc1ccc(/C=C/c2c([N+](=O)[O-])c(=O)n(C)c(=O)n2C)c(OC)c1	0.1	-2.9	-5.1	2.3	30.1	20.2	2.0	-12.7
C[C@H](CO)N1C[C@H](C)[C@H](CN(C)S(=O)(=O)c2cccs2)Oc2ccc(NC(=O)CCCN(C)C)cc2C1=O	0.0	-3.1	0.5	-1.4	.	-18.8	-4.2	-2.0
CCOC(=O)CN1C(=O)CC(c2ccc([N+](=O)[O-])cc2)C1=O (stereo not drawn)	0.0	-22.8	3.3	6.0	5.6	-1.7	-1.4	2.4
C[C@H](CO)N1C[C@H](C)[C@H](CN(C)C(=O)Nc2ccc(C(F)(F)F)cc2)OCCCC[C@H](C)Oc2ccc(NS(C)(=O)=O)cc2C1=O	-1.0	-20.7	-0.3	?	18.0	-2.7	4.3	16.7
C[C@@H]1CN([C@H](C)CO)C(=O)c2cc(NC(=O)Nc3cccc4ccccc34)ccc2O[C@@H]1CN(C)C	-0.9	20.9	-0.6	.	1.9	4.1	5.8	-2.2
CO[C@H]1CN(C)C(=O)c2ccc(NC(=O)Nc3ccccc3)cc2OC[C@H](C)N(CC2CC2)C[C@H]1C	-0.3	-0.5	2.6	19.0	.	13.6	-1.1	-4.8
NS(=O)(=O)c1ccc(CNC(=S)NCc2ccc(Cl)cc2)cc1	0.1	-6.8	.	.	16.2	24.3	.	.
CCOC(=O)c1ccc(CN2CCCC(C)(C(=O)NCCOC)C2)cc1 (stereo not drawn)	0.3	.	-2.4	12.5	-3.3	.	-0.3	-0.6
CC(=O)N1CCN(C(=O)c2oc3ccccc3c2C)CC1	-0.1	-5.2	1.6	-1.7	3.1	-5.2	5.6	1.5
CCc1nc2ccc(C(=O)Nc3cccc(OCC(=O)N(C)C)c3)cn2c1N(C=O)Cc1ccc(OC)cc1	0.0	-2.0	1.5	-1.6	7.5	.	-2.5	2.0
C[C@H](NC(=O)C[C@@H]1CC[C@@H](NC(=O)CN2CCOCC2)[C@@H](CO)O1)c1ccccc1	-0.3	11.9	-2.9	?	-13.5	-1.3	1.9	-1.6
COc1ccc(C(=O)c2cc3ccc(O)cc3oc2=O)cc1	.	-3.7	-2.7	.	.	-1.8	8.8	0.0
N#Cc1ccccc1OCC(=O)OCC(=O)NC1CCCCCC1	0.0	-0.3	2.1	5.0	2.1	.	-2.1	-3.0
Cc1noc(C)c1NC(=O)N(C)C[C@H]1OCc2ccccc2-c2c(n(C)c3ccccc23)C(=O)N([C@H](C)CO)C[C@@H]1C	0.3	6.6	0.5	-2.0	-10.8	-3.5	0.8	-0.2
C[C@@H]1CN([C@H](C)CO)C(=O)c2cc(NC(=O)Cc3ccccc3)ccc2O[C@@H](C)CCCCO[C@@H]1CN(C)CC1CCCCC1	-0.4	-17.9	1.4	1.0	18.3	0.9	1.1	40.2
COc1ccc(Br)c(C(=O)NNC(=O)c2ccc(NS(=O)(=O)c3cccs3)cc2)c1	-0.1	-7.0	-2.4	4.3	-5.8	1.8	0.7	8.1
COCC#Cc1ccc([C@H]2[C@@H](CO)N3CCCCN(S(=O)(=O)c4ccc(OC)cc4)C[C@H]23)cc1	-0.1	-5.0	-4.5	?	19.4	10.4	2.2	8.8

Compound activity as filed in PubChem BioAssay.
